# Compound activity from PubChem BioAssay.
# Thrombin inh: blocks human thrombin protease activity. P00734. alpha-thrombin, Boc-VPR-AMC fluorogenic substrate cleavage. inhibition, % at 5 µM. 220,000 tested, 0.26% active;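 active = inhibition at or above 40%; inactive = inhibition below 40%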;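 also: 0% = enzyme with no compound and 100% = wells without enzyme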
#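 Material: human alpha-thrombin enzyme / Medium: pH 7.5 Tris (50 mM) with NaCl 150 mM, Tween 20 0.05% / Compound: single-point dosing at 5 µM, 0.2% DMSO / Incubation: enzyme reaction carried out at room temperature / Detection: AMC fluorescence, 355/460 nm / Read-out basis: percent inhibition scaled between no-compound controls and no-enzyme blanks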
# TNF necrop inh: inhibitors of TNF-alpha induced necroptosis in Jurkat FADD-/- cells | activation (protection from cell death), % at 10 µM | AID 463075 | 220,000 tested, 0.068% active | Jurkat FADD-/- TNF necroptosis rescue, ATP luminescence, 24 h; 0 = TNF only, 100 = no-TNF cells;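 active = activation, meaning protection from cell death, of at least 50% relative to plate controls; inactive = activation below 50%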;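 also: necroptosis triggered by 40 ng/mL TNF-alpha added together with compound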
# FXIa inh: blocks human coagulation factor XIa protease activity; P03951; purified FXIa, Boc-Glu-Ala-Arg-AMC fluorogenic substrate; inhibition, % at 5 µM; 220,000 tested, 0.14% active; AID 798;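 active = inhibition of at least 40%; inactive = inhibition below 40%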;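 also: fluorescence of freed AMC excited at 355 nm; 0% = enzyme without compound and 100% = no enzyme blank; many of its hits are not listed in these tables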
# Target sequence (P03951 19-387 limits assumed): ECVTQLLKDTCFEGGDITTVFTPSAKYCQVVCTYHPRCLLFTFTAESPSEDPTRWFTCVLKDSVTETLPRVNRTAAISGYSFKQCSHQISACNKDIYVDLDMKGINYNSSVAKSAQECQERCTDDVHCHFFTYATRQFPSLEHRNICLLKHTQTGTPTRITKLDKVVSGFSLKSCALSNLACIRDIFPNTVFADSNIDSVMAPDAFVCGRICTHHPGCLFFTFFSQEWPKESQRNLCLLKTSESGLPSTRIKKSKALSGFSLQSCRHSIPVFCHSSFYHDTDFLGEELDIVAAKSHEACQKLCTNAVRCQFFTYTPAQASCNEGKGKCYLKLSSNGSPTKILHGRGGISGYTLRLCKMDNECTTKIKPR
# Target sequence (P03951 388-625 limits assumed): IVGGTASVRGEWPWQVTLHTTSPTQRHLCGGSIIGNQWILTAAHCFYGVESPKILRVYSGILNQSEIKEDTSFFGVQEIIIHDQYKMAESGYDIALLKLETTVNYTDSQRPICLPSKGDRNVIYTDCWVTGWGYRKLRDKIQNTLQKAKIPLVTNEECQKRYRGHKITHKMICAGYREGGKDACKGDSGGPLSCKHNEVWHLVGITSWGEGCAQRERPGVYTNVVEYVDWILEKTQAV
# Hck Nef HTS: blocks Nef-activated human Hck kinase; P08631; Recombinant Hck-YEEI plus Nef, Z-Lyte FRET kinase assay; inhibition, % at 20 µM; 220,000 tested, 0.68% active; AID 463187;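 active = Hck-Nef kinase inhibition above about 50%, limit read from the data; inactive = inhibition below that limit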;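 also: 0% = DMSO with Hck plus Nef and 100% = Hck alone without Nef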
# KCC2 mod: KCC2 (human) Cl- transport modulation | 190,000 tested, 2.2% active | B-score of Tl+ flux slope (higher = more flux/activation; lower = inhibition) at 10 µM | Q9H2X9 | KCC2 cells, thallium flux FluoZin-2 fluorescence;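 active = thallium flux slope and its plate-corrected score both differing from the plate sample mean at a set confidence after two filtering rounds, in either direction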;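 also: slope of fluorescence scaled to starting intensity during 10 to 20 s after thallium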
# Rad51 HR inh: Rad51 (human) homologous recombination inhibition | Q06609 | hRad51 DNA strand exchange, fluorescence dequenching | AID 1385 | inhibition, % at 10 µM | 200,000 tested, 0.085% active;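 active = inhibition above 40% at the single screening dose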;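 also: 0% = DMSO control wells and 100% = blanks with heterologous ssDNA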
# Target sequence (Q06609 whole entry, looked up): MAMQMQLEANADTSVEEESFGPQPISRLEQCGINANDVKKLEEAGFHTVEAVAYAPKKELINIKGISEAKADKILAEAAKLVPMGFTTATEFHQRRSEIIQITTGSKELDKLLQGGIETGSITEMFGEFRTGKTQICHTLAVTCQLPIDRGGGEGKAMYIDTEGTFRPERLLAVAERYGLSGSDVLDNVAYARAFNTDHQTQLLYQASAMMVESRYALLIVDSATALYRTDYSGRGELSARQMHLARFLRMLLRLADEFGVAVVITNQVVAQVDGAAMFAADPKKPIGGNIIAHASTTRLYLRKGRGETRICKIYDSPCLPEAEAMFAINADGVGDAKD
#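 Test system – preformed human Rad51 ssDNA filaments · Reagent – Donor/quencher-labelled 47-bp dsDNA substrate · Incubation – 37 °C 15-min filament assembly, 30-min compound preincubation, 15-min exchange · Signal – FRET fluorescence dequenching, excitation 485 nm, emission 520 nm · Read-out – percent inhibition from fluorescence, normalised to plate control and blank means · Benchmarks – plate control and blank wells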
# FXIIa inh: inhibitors of human coagulation factor XIIa. P00748. purified FXIIa, Boc-QGR-AMC fluorogenic substrate, 2 h. inhibition, % at 5 µM. 220,000 tested, 0.3% active. AID 800; in the data active = inhibition above about 40%;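 also: 0% = enzyme with no compound and 100% = blank without enzyme; many of its hits are not listed in these tables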
# KLK5 inh: inhibitors of human kallikrein 5 | recombinant hK5, fluorogenic AMC substrate cleavage | inhibition, % at 5 µM | 210,000 tested, 0.59% active;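 active = inhibition of 40% or more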;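 also: 0% = enzyme controls without compound and 100% = no-enzyme blanks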
# zVAD death inh: L929 zVAD cell death inhibition; L929 zVAD necroptosis rescue, ATP luminescence, 24 h; with zVAD 60 µM; viability rescue, % at 10 µM; 220,000 tested, 0.38% active;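 active = activation, scaled between plate controls, above about 75%, limit read from the data; inactive = activation under that limit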;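 also: 0% = zVAD with DMSO and 100% = DMSO alone without zVAD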
# Numbers without * were called inactive; x = no result given.
SMILES,Thrombin inh,TNF necrop inh,FXIa inh,Hck Nef HTS,KCC2 mod,Rad51 HR inh,FXIIa inh,KLK5 inh,zVAD death inh
O=C1CNC(=S)N1CCCn1ccnc1,2,0.6,2,3,0.37,x,11,2,-0.8
Cc1ccc(NC(=O)CSc2ncn(-c3ccccc3)n2)cc1C,-3,-1.5,-9,10,0.27,-1,2,-10,0.8
COCCn1c(-c2cccc([N+](=O)[O-])c2)nc2c1c(=O)[nH]c(=O)n2Cc1ccccc1,-5,0.5,1,3,-1.9,0,5,-16,0.5
COc1ccc(CNC(=S)Nc2ccc(S(N)(=O)=O)cc2)cc1,26,0.7,25,9,-3.6,15,33,34,0.7
CCN(CC)C(=O)NC1CC(=O)N(c2ccc(OC)cc2)C1 (stereo not drawn),-1,2.1,10,11,-0.13,1,4,-4,0.8
CC(=O)c1cnc2scnn2c1=O,2,-0.8,1,-3,0.016,27,5,-7,1.3
COC(=O)/C(C#N)=C/c1ccc(-c2ccc(S(N)(=O)=O)cc2)o1,3,-0.5,4,4,-0.064,-3,11,3,-0.7
COc1cc(/C=N/NC(=O)CC2(C)OCCO2)cc(Br)c1O,12,0.6,-4,25,0,-10,1,0,1.0
O=C1NC(=Nc2cccc(Cl)c2)SC1Cc1cccc(Cl)c1Cl (stereo not drawn),1,40,-3,2,x,-6,16,4,1.3
CCOC(=O)C1CCN(C(=O)c2ccccc2NC(C)=O)CC1,-2,-3.0,1,1,0.055,0,13,-47,0.0
CCOc1ccccc1NC(=O)c1ccccc1-c1nc(-c2ccccc2)no1,1,-3.1,6,2,0.92,0,16,-19,-0.4
COc1ccc(CCn2ccc(O)c(Cc3ccc(Cl)cc3)c2=O)cc1OC,-4,3.7,2,-28,1.4,5,-3,-10,1.0
O=C(N/N=C/c1ccc[nH]1)c1ccc(COc2cccc3cccnc23)cc1,2,-12,5,10,-2.8,x,16,x,13
CO[C@@H]1O[C@@H]2COC(c3ccccc3)O[C@@H]2[C@@H](OC)[C@@H]1O (stereo partly drawn),0,0.9,3,-6,-0.47,-9,9,-2,x
Cn1c(N)c(C(=O)COC(=O)CCOc2ccc(C(C)(C)C)cc2)c(=O)n(C)c1=O,-6,-0.8,-2,-21,-1.1,3,1,-3,0.0
C=CCn1c(CNC(=O)c2cccs2)nnc1SCC(=O)Nc1ccc(C(=O)O)cc1,-2,-0.2,-4,6,0.0085,-3,10,-2,-0.9
O=C(O)COc1ccccc1/C=N/NC(=O)CSc1nc2ccccc2c(=O)n1-c1ccc(Cl)cc1,-9,2.2,-1,32,-0.26,x,7,-1,1.0
C=C(Cl)COc1ccc2c(CCCC)cc(=O)oc2c1,2,-0.1,6,-12,0.22,23,13,-11,-0.7
COc1ccccc1Nc1nc2ccccc2[nH]1,-23,0.8,4,0,0.63,-8,-1,-1,0.1
CN=C1S/C(=C\c2ccc(N3CCOCC3)cc2C)C(=O)N1C,-3,1.0,8,5,0.069,-5,14,-11,74
Cc1ccc(CC(=O)N(Cc2ccccc2)c2ccccn2)cc1,-3,2.2,-2,23,-2.6,-14,5,-2,-0.8
Cc1ccc(OCCC(=O)NCCc2ccc(S(N)(=O)=O)cc2)cc1,4,0.7,6,1,1.6,9,6,6,1.2
Cc1ccc(-n2c(O)c(C=Nc3ccccc3-c3n[nH]c(=S)[nH]c3=O)c3ccccc3c2=O)c(C)c1,2,-3.4,20,73*,2.9,14,5,-2,11
O=C(NCCN1CCOCC1)c1ccccc1Oc1ccccc1,-1,-0.4,3,2,x,-5,7,-12,-0.2
Cc1ccc(C(=O)Nc2ccnc(-c3ccncc3)n2)cc1,-2,0.8,-3,21,-0.0066,-6,2,3,8.5
O=S(=O)(NCC1CCCO1)c1ccc(Br)s1 (stereo not drawn),-1,1.5,-2,6,-0.44,-2,6,5,0.1
C=CCn1c(N(C)C)nc2c1c(=O)[nH]c(=O)n2C,-2,1.5,2,22,0.52,-4,10,2,0.9
Cc1ccc(-c2cc(-c3cccc(F)c3)n[nH]2)c(O)c1,-2,-1.5,-4,-2,-0.14,-2,-17,4,2.2
CCOC(=O)C1CCN(S(=O)(=O)c2ccc3c(c2)CCCN3C(C)=O)CC1,-5,x,1,x,x,1,8,-7,x
Cc1sc(NC(=O)CN(CCc2ccccc2)C(=O)C2CC2)c(C(N)=O)c1C,-2,-1.2,-4,25,-2.6,-7,8,13,1.5
CCN(CC(=O)Nc1sc2c(c1C#N)CCC(C)C2)CC(=O)NC1CCS(=O)(=O)C1 (stereo not drawn),0,-0.1,-6,-2,0.39,11,-1,-12,-0.1
CCOc1ccc(NC(=O)c2cnc3scc(C)n3c2=O)cc1,x,-2.9,x,3,0.15,10,x,x,1.8
CCOC(=O)N1CCC(NC(=O)c2cnc3n(c2=O)CCS3)CC1,-1,0.3,2,11,0.83,0,5,-2,-0.5
Cc1cc(C)c2c(CC(=O)NCc3ccco3)coc2c1,-17,-0.1,-7,1,x,-1,8,-15,-0.1
O=C(CCCN1C(=O)CCC1=O)Nc1ccccc1F,5,-0.6,3,-11,-0.2,-1,13,3,0.0
CCCCn1nc(NC(=O)c2cccs2)c2cc3cc(OC)ccc3nc21,1,-6.2,-8,37,-0.48,-2,-17,-71,0.4
CC(=O)C(=Cc1ccc(C(=O)O)cc1)C(C)=O,-6,0.0,-3,9,0.79,-5,3,-5,0.8
COc1ccc(CNC(=O)C(C)c2ccc([N+](=O)[O-])cc2)cc1 (stereo not drawn),-8,7.5,-2,1,0.37,12,4,-4,0.1
CCOC(=O)Cc1ccc(NC(=O)c2ccc(C(C)(C)C)cc2)cc1,-5,-11,-7,-2,x,-1,-2,6,33
Cn1c(=O)c2c(-c3cccc(Br)c3)c(C#N)c(N)nc2n(C)c1=O,-4,-2.1,-1,25,x,4,5,2,-0.9
NC(=O)c1nn(-c2ccccc2)nc1NC(=O)CN1CCCC1,0,-1.6,-1,18,-0.17,15,10,-4,-0.3
COCCN1CSC(=S)N(Cc2ccco2)C1,4,-14,1,0,-0.08,2,14,34,-0.7
O=C(Nc1ccc(Cl)c(S(=O)(=O)Nc2ccccc2Cl)c1)c1cccs1,-10,3.7,4,8,-0.92,4,2,-17,0.5
CCN1C(=O)/C(=C/C=C2/CCCN2C)OC1=S,-1,-0.1,1,12,-0.75,-16,8,6,24
C=CCOCCN1C(=O)C2C(c3ccccc3)C=CC(c3ccccc3)C2C1=O (stereo not drawn),4,-1.0,8,1,-1.1,-6,1,2,-0.4

# Another view of 5 compounds above.
# Values in the order: Thrombin inh	TNF necrop inh	FXIa inh	Hck Nef HTS	KCC2 mod	Rad51 HR inh	FXIIa inh	KLK5 inh	zVAD death inh
CCOc1ccc(NC(=O)c2cnc3scc(C)n3c2=O)cc1
 : x	-2.9	x	3	0.15	10	x	x	1.8
CCOC(=O)N1CCC(NC(=O)c2cnc3n(c2=O)CCS3)CC1
 : -1	0.3	2	11	0.83	0	5	-2	-0.5
Cc1cc(C)c2c(CC(=O)NCc3ccco3)coc2c1
 : -17	-0.1	-7	1	x	-1	8	-15	-0.1
O=C(CCCN1C(=O)CCC1=O)Nc1ccccc1F
 : 5	-0.6	3	-11	-0.2	-1	13	3	0.0
CCCCn1nc(NC(=O)c2cccs2)c2cc3cc(OC)ccc3nc21
 : 1	-6.2	-8	37	-0.48	-2	-17	-71	0.4

# The results go on:
SMILES,Thrombin inh,TNF necrop inh,FXIa inh,Hck Nef HTS,KCC2 mod,Rad51 HR inh,FXIIa inh,KLK5 inh,zVAD death inh
CCOC(=O)[C@H]1CCC[C@@H](NS(=O)(=O)c2ccc(NC(C)=O)cc2)C1,-1,-2.4,15,0,-0.22,6,21,0,-0.2
COc1cccc(C(=O)N/N=C2/SCC(=O)N2CCc2ccc(OC)c(OC)c2)c1,-10,-1.3,-3,0,-0.62,-3,13,-15,-0.1
O=C(CSCc1ccc(Cl)cc1Cl)Nc1ccccc1C(=O)Nc1ccc(C(=O)O)cc1,-9,3.2,-4,-1,-1.4,7,2,-2,4.0
CC(NCC(O)COCc1cccs1)C1CC2CCC1C2 (stereo not drawn),-6,1.6,1,2,1.2,1,11,-15,2.0
Cc1ccc2nc(SCc3nnc(-c4cccs4)o3)[nH]c2c1,-9,-0.3,-3,1,0.31,1,2,-12,0.1
Cc1ccc(CN2C(=O)NC(Cc3c[nH]c4ccccc34)C2=O)cc1 (stereo not drawn),4,49,-1,0,0.97,-22,3,2,1.4
COc1cccc(-c2ccc(SCC(=O)N3CCc4ccccc43)nn2)c1,-1,2.1,13,2,-0.43,0,5,-4,0.6
CCOC(=O)CC1COc2ccccc2N1C(=O)c1ccc(F)cc1 (stereo not drawn),-5,0.4,2,23,-2.3,-22,12,1,-0.2
Fc1ccc(CSc2ccc3nnc(-c4cccs4)n3n2)cc1,-15,-1.1,2,8,-0.13,3,11,-7,0.4
O=c1cc(CSc2ccc(Cl)cc2)nc(-c2ccncc2)[nH]1,-17,0.6,1,25,-1,26,8,6,4.5
Cn1c(=NC(=O)C2=NNC(=O)CC2)sc2ccccc21,-2,-1.2,-5,17,-0.0078,-5,1,-6,2.1
Cc1ccc2[nH]c(O)c(N=NC(=O)CCc3ccccc3)c2c1Br,-5,-0.9,2,5,1.1,-1,9,-3,0.6
CC(C)c1[nH]nc2c1C(c1cccnc1)C(C#N)=C(N)O2 (stereo not drawn),0,-0.5,5,10,0.27,2,12,-14,0.1
Cc1nc(CC(=O)Nc2nc(C(C)(C)C)cs2)cs1,2,0.9,10,1,x,-2,17,6,1.2
Cc1ccc(NC(=S)N/N=C2\CC(C)(C)Oc3ccc(O)cc32)cc1,1,5.7,23,3,0.92,3,25,0,6.2
CCc1sc(-c2c(C#N)c(N)nc3c2CCCCCC3)cc1[N+](=O)[O-],-2,-2.9,-4,-2,1.1,0,8,-14,0.2
CCc1c(C)sc(NC(=O)c2cc(C)no2)c1C#N,-1,0.0,-5,1,-0.31,-1,8,33,0.2
Cc1ccc(C2N(c3cccc(Cl)c3)C(=O)N3CCCN23)cc1 (stereo not drawn),1,3.5,12,2,-1.4,11,7,6,-0.6
CC1CC(Nc2ccccc2)=NC1(C)C (stereo not drawn),-4,1.3,0,4,x,-10,11,-9,0.8
Cc1cc(C)n2c(Br)c(CSc3nc4ccccc4o3)nc2n1,2,-2.4,1,2,0.49,2,21,-16,0.2
N#Cc1ccc(-c2cn(-c3ccccc3)c3[n+]2CCCS3)cc1,-5,-0.8,-4,4,-0.45,0,x,-2,2.7
CC12CN3CCN(CC(C3)C1(O)CN1CCOCC1)C2 (stereo not drawn),19,1.4,1,0,x,3,6,16,2.2
O=C(c1ccccc1)N1CCN(C(=O)c2cc3ccccc3o2)CC1,3,-0.1,-1,0,0.67,-1,12,-3,0.3
Cc1nc(-c2ccccc2)c(-c2ccccc2)[nH]1,-2,-1.9,10,-2,-0.12,-3,14,-3,0.3
CC1CCN(c2ccccc2NC(=O)c2ccc(F)cc2)CC1,3,-0.8,2,0,x,-6,18,2,-0.4
CCCCCCCNC(=O)COc1ccc2c(c1)C(=O)CC(C)(C)O2,-1,-0.3,-1,4,-0.7,-1,15,3,0.7
CC(=O)Oc1ccc(N(C(C)=O)S(=O)(=O)c2cccs2)c2ccccc12,4,-24,-4,3,-0.18,x,10,-10,0.8

# An excerpt (hit frequency here may not be typical).
